Assay outcomes: PubChem, The Scripps Research Institute Molecular Screening Center
proCasp3 act = activates human procaspase-3 | recombinant procaspase-3 D3A, Ac-DEVD-pNA absorbance 405 nm | activation, % at 8.5 µM | 330,000 compounds, 0.11% hits | AID 463141;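 active = activation above the mean of all tested compounds plus 3 SD, cut at about 21% in these data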;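 also: 0% = DMSO alone and 100% = DMSO wells spiked with extra 5 µM PC-3 D3A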
Target sequence (P42574 whole entry D9A/D28A/D175A): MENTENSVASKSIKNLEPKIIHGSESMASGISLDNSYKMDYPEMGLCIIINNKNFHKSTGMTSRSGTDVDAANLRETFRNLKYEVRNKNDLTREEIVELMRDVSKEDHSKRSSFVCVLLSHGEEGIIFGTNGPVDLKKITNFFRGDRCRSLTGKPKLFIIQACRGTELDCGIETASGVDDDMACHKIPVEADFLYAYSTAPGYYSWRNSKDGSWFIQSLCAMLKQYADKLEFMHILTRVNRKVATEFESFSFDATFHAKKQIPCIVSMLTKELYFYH
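Technique: 405 nm absorbance of p-nitroaniline, reads at 0 and 120 min; Test system: Procaspase-3 D3A mutant; Incubation: 1 h enzyme-compound preincubation, then 2 h substrate reaction, 25 °C; Repeats: singlicate, each compound tested once; Benchmarks: low control DMSO wells, high control DMSO plus 5 µM PC-3 D3A.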
PAFAH2 FP inh = inhibitors of human PAFAH2 | inhibition, % at 3.39 µM | recombinant PAFAH2, FP-rhodamine activity probe, fluorescence polarization | Q99487 | 340,000 compounds, 0.99% hits;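 active = inhibition above the mean over all tested compounds plus 3 SD, cut at about 30% in these data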;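 also: inhibitors block probe labeling of enzyme so polarization drops; 0% = enzyme with DMSO and 100% = wells lacking PAFAH2 protein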
PP5 inh = blocks human protein phosphatase 5 activity; P53041; purified PP5c, OMFP substrate fluorescence; inhibition, % at 6.7 µM; 320,000 compounds, 0.18% hits;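 active = inhibition above the campaign's mean inhibition across all tested compounds plus 3 SD, cut at about 9.5% in these data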;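 also: 0% = DMSO only and 100% = 100 µM cantharidin control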
CTSL1 counter = blocks F. hepatica cathepsin L1 in PFM18AAP counter-screen; inhibition, % at 5.96 µM; recombinant F. hepatica cathepsin L1, Z-Leu-Arg-MCA fluorescence; 300,000 compounds, 0.49% hits;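 active = inhibition above the mean of all tested compounds plus 3 SD, set per screening campaign, cut at about 17% in these data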;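 also: 0% = plate median of test compound wells and 100% = 1 µM Z-Phe-Ala-diazomethylketone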
core dimer inh = HCV core protein dimerization inhibition | TR-FRET GST/Flag-core106 dimerization, 1536-well | inhibition, % at 5 µM | 300,000 compounds, 0.33% hits | AID 1899;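 active = inhibition above the mean of all tested compounds plus 3 SD, set per screening campaign, cut at about 45% in these data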
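Assay system – GST-tagged and Flag-tagged HCV core protein residues 1-106 · Quantity – core106 proteins, GST 13.5 nM and Flag 17 nM · Benchmarks – unlabelled core106 and no-GST-core106 wells · Read-out basis – percent inhibition of core106 dimerization signal · Detection – time-resolved FRET, ex 340 nm, em 617 and 671 nm · Schedule – 4 h at 22.5 °C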
TPT1 inh = inhibitors of Candida albicans tRNA 2'-phosphotransferase TPT1; recombinant caTPT1, FP RNA substrate dephosphorylation; inhibition, % at 5 µM; 300,000 compounds, 0.81% hits;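 active = inhibition above the mean of all tested compounds plus 3 SD, set per screening campaign, cut at about 24% in these data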;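 also: plate controls were DMSO alone for no effect and ferristatin control at 100 nM for full effect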
PP1 counter = PP1-alpha (human) inhibition in PP5 counter-screen. AID 2235. P62136. 320,000 compounds, 0.9% hits. purified PP1alpha, OMFP fluorescence. inhibition, % at 6.7 µM;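 active = inhibition above the mean inhibition of all tested compounds plus 3 SD, computed separately for each screening campaign, cut at about 15% in these data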
procasp7 counter = activates human procaspase-7, counter-screen for procaspase-3 activators. P55210. recombinant procaspase-7, Ac-DEVD-pNA absorbance 405 nm; D23A/D198A/D206A triple mutant, cannot self-cleave; scale: DMSO 0, 5 µM enzyme 100. activation, % at 8.5 µM. 330,000 compounds, 0.093% hits. AID 463210;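 active = percent activation above the screen-wide mean plus 3 SD, cut at about 25% in these data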
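Assay system: Uncleavable procaspase-7 mutant enzyme; Input: 2 µM procaspase-7 mutant as dispensed; Also added: DEVD-pNA substrate; Medium: Zinc-free HEPES pH 7.4 with 300 mM NaCl, 0.01% Triton X-100; Timing: 1 h compound preincubation, 2 h substrate cleavage, 25 °C; Measured by: Epi-absorbance of released pNA at 405 nm, two timepoints.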
AHR act = activators of human aryl hydrocarbon receptor. P35869. AHR-responsive luciferase reporter cells, luminescence. activation, % at 5 µM. 320,000 compounds, 2.5% hits; in the data active = activation above about 47%;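 also: 0% = vehicle wells and 100% = reference agonist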
* marks the source's active call; other numbers are inactive results. Some of the compounds tested, so the mix of outcomes need not match the whole.

SMILES | proCasp3 act | PAFAH2 FP inh | PP5 inh | CTSL1 counter | core dimer inh | TPT1 inh | PP1 counter | procasp7 counter | AHR act
O=C(CCN1CCN(CCO)CC1)N1c2ccccc2Sc2ccc(C(F)(F)F)cc21 | 2 | 2 | 1.9 | 1 | -3 | -3 | 2 | -10 | -2
